# yeast sgs1 mgt1 – NCI yeast anticancer drug screen, S. cerevisiae sgs1 mgt1 strain; % growth inhibition at 50 µM; hit rate 10% among 78,000;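 further: 0% = growth of vehicle-only cultures of the same strain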
#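 Percent growth inhibition was derived by comparing compound-exposed mutant yeast with vehicle-exposed cultures. The strain carries alterations in DNA damage repair.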
# cln2 rad14 – NCI yeast anticancer drug screen, S. cerevisiae cln2 rad14 strain | growth inhibition, % at 50 µM | hit rate 8.3% among 78,000;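 further: 0% = growth of vehicle-only cultures of the same strain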
#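 Each compound was tested on cln2 rad14 yeast. Inhibition of growth was calculated against vehicle-exposed controls.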
# mec2-1 – NCI yeast anticancer drug screen, S. cerevisiae mec2-1 strain | % growth inhibition at 50 µM | hit rate 9% among 79,000;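 further: 0% = growth of vehicle-only cultures of the same strain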
#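 Test agents were screened against the mec2-1 yeast strain, with defined DNA repair or cell cycle alteration. Growth was scored as inhibition against vehicle-only controls.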
# yeast mlh1 rad18 – NCI yeast anticancer drug screen, S. cerevisiae mlh1 rad18 strain. % growth inhibition at 50 µM. hit rate 11% among 79,000;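 further: 0% = growth of vehicle-only cultures of the same strain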
#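 Read-out is yeast growth inhibition, calculated against vehicle-only controls. The compound was applied to a strain engineered with DNA damage repair alterations.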
# yeast bub3 – NCI yeast anticancer drug screen, S. cerevisiae bub3 mutant strain; hit rate 9.9% among 78,000; growth inhibition, % at 50 µM; AID 167, 2004;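 further: 0% = growth of vehicle-only cultures of the same strain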
#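 In this screen, a yeast mutant lacking normal mitotic checkpoint function is challenged with compound. Relative growth versus vehicle gives the inhibition value.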
# yeast rad50 – NCI yeast anticancer drug screen, S. cerevisiae rad50 strain. % growth inhibition at 50 µM. hit rate 10% among 79,000. AID 155, 2004;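 further: 0% = growth of vehicle-only cultures of the same strain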
#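 Cells are treated with compound, grown, and their growth is then scored against vehicle-only cultures of the same repair-deficient yeast strain.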
# Numbers without * were called inactive; & = joins results of further samples. No stated cut-off is given here; in the data, active means growth inhibition above about 70%; inactive means the rest.
SMILES,yeast sgs1 mgt1,cln2 rad14,mec2-1,yeast mlh1 rad18,yeast bub3,yeast rad50
CC12C(=C(C#N)C(=N)N1c1ccc(Cl)c(Cl)c1)C=C(O)CC2SCCS(=O)(=O)O (stereo not drawn),-1,27,1,11,-11,13
Cc1nc2c(C)ccc([N+](=O)[O-])c2c(NCCCN(C)C)c1C,-21,1,-5,-13,-19,-11
Cc1ccccc1C(=O)c1ccc(O)c2ccccc12,64,29,94*,99*,55,99*
CCC(Cl)COP(=O)(OC(c1ccc(Cl)c(Cl)c1)P(=O)(OCC(Cl)CC)OCC(Cl)CC)C(CC)CCl (stereo not drawn),94*,84*,96*,94*,79*,87*
CCCCCCCCCCCCCCCCCCCOc1ccc(OCCCCCCCCCC)cc1,25,-10,-2,7,0,34
O=C(O)CCC(NC(=O)c1ccc(Nc2nc3ccc(C(F)(F)F)cc3nc2-c2ccccc2)cc1)C(=O)O (stereo not drawn),5,-9,12,0,1,-12
CN1c2ccccc2N(C)C23N(C)c4ccccc4N(C)C12N(C)c1ccccc1N3C (stereo not drawn),-67,19,2,-21,-22,-33
CC(=O)CC(=O)CCCCC(=O)O,-7,-23,-11,5,-6,0
CCOC(=O)C(=O)Nc1cc(Cl)c(Cl)cc1Cl,0,7,7,-7,20,0
CCC(=O)Nc1ccc(C)cc1C,10,14,13,3,3,24
CCCCCCCCCc1ccc(O)c(Cl)c1,99*,100*,100*,99*,99*,100*
O=S1(=O)CCN(Cc2ccccc2)/C1=N\S(=O)(=O)c1ccc(Cl)cc1,-12,-13,24,35,-30,36
COc1cc(C=Nc2cccc(C(F)(F)F)c2)ccc1OC(=O)c1ccccc1,0,16,5,10,59,-2
O=C1CCc2cc([N+](=O)[O-])cc3c2N1CCC3,22,-8,28,19,17,12
CCCCc1c(O)nc(NCCCC(N)C(=O)O)[nH]c1=O (stereo not drawn),-7,-29,-14,-18,-5,-10
O=C1/C(=C/c2cccc(Br)c2)CCc2ccccc21,61,22,18,66,75*,66
O=C(/C=C/c1ccccc1)c1ccc([N+](=O)[O-])cc1,-4,-44,6,32,-5,20
C(=C\c1ccc(-[n+]2nc(-c3ccccc3)nn2-c2ccccc2)cc1)/c1ccccc1,93*,93*,93*,91*,92*,92*
CC(C)N(CCCNc1c2ccccc2nc2cccc([N+](=O)[O-])c12)C(C)C,94*,96*,94*,96*,33,93*
Nc1nc2c(=O)[nH]c(=O)[nH]c2n1C1OC(CO)C(O)C1O (stereo not drawn),0,5,-4,-6,14,5
CCOc1ccc(-c2oc(/C=N/NS(=O)(=O)c3ccc(C)cc3)c([N+](=O)[O-])c2-c2ccc(OCC)cc2)cc1,64,62,38,58,45,60
O=C(OCCCCCCCCOC(=O)c1ccc([N+](=O)[O-])cc1)c1ccc([N+](=O)[O-])cc1,12,4,2,6,-5,15
Cc1ccc(S(=O)(=O)N(C)c2cc(Cl)c(C(=O)O)cc2Cl)cc1,6,4,-15,15,-14,-1
S=C1CSc2c(ccc3ccccc23)N1,19,5,-15,-9,20,-31

# Of the compounds above, these have a carbonyl joined to an NH by a bond outside any ring.
SMILES,yeast sgs1 mgt1,cln2 rad14,mec2-1,yeast mlh1 rad18,yeast bub3,yeast rad50
O=C(O)CCC(NC(=O)c1ccc(Nc2nc3ccc(C(F)(F)F)cc3nc2-c2ccccc2)cc1)C(=O)O (stereo not drawn),5,-9,12,0,1,-12
CCOC(=O)C(=O)Nc1cc(Cl)c(Cl)cc1Cl,0,7,7,-7,20,0
CCC(=O)Nc1ccc(C)cc1C,10,14,13,3,3,24

# Further results
SMILES,yeast sgs1 mgt1,cln2 rad14,mec2-1,yeast mlh1 rad18,yeast bub3,yeast rad50
C(=N[C@H]1CCCC[C@H]1N=Cc1ccc[nH]1)c1ccc[nH]1,9,3,-4,21,14,15
CCCCn1cnc2c(SC)ncnc21,-18,0,-24,-4,-33,-8
OC(CCc1ccccc1)(C(F)(F)F)C(F)(F)F,-2,-20,26,49,11,14
Cc1[nH]c(=O)n2c(C)nnc2c1C(=O)Nc1cc(Cl)cc(Cl)c1,39,18,0,31,8,15
Cn1c(=O)[nH]c2ccccc2c1=O,-2,1,4,5,7,-1
O=C1CN(CCN2CCOCC2)CC(=O)N2Cc3ccccc3CN12,67,63,24,44,68,62
N#CCCC(CCC#N)(CCC#N)C(=O)c1ccccc1,-29&33,19&26,-3&16,27&20,8&18,21&12
c1ccc(C2=NCCN2)nc1,-6,-1,1,7,1,8
C1CC(CCC2CCNCC2)CCN1,4,-13,1,2,12,2
Nc1c(Cl)ncnc1Nc1ccc(O)cc1,5,6,-1,1,25,-4
O=[N+]([O-])c1cc2c(c([N+](=O)[O-])c1)Nc1cc(Cl)ccc1O2,18,12,20,27,4,2
O=c1[nH]c2c([N+](=O)[O-])cccc2nc1/C=C(\O)c1cccc([N+](=O)[O-])c1,18,10,14,33,9,10
O=C1CCCCC1C(O)(C(F)(F)F)C(F)(F)Cl (stereo not drawn),-37,-14,-29,-20,-30,-20
O=C(c1ccccc1)[C@H]1Nc2ccc(Cl)cc2[C@H]2CCC[C@@H]12,0,10,-30,-17,-15,-2
COc1cc([N+](=O)[O-])ccc1C(=O)NC(CCC(=O)O)C(=O)O (stereo not drawn),19,-20,-20,-22,29,-13
CCOC(=O)C1c2ccccc2Oc2ccccc21,2,-39,-8,10,12,-5
CCC12C=CCN3CC[C@@]4(c5cc([C@@]6(C(=O)OC)C[C@@H]7CN(CCc8c6[nH]c6ccccc86)C[C@](O)(CC)C7)c(OC)cc5N(C)[C@H]4[C@@](O)(C(=O)OC)[C@@H]1OC(=O)CCCCCCCCCCCN1C(=O)C=CC1=O)[C@H]32 (stereo partly drawn),93*,90*,92*,91*,91*,88*
CC1(CCC(=O)O)C(=O)C(=O)CC2C1CCC1(C)C(O)CCC21 (stereo not drawn),-7,0,-1,-17,-4,-10
Cc1ccc2[nH]c(C)c(C3=CC(=O)c4ccccc4C3=O)c2c1,24,1,22,55,23,44
NNC(=O)CC(=O)NN,-11,-11,2,18,3,7
NC(N)=NC(N)=Nc1cnccn1,2,16,7,15,-10,14
Cc1cc2c(cc1[N+](=O)[O-])C(C)(C)CCC2(C)C,-15,-27,-15,-14,-30,-26
O=C(Nc1cccc(C(F)(F)F)c1)Nc1nccs1,37,22,17,23,21,38
CCCCCCCCC(C)Br (stereo not drawn),-32,-2,-15,-39,-45,-21
O=C(O)CCc1nc(-c2ccccc2)ncc1C(=O)O,15,7,12,-4,2,10
CCc1c(Cl)c(C)c(Cl)c(O)c1Cl,94*,93*,93*,92*,93*,92*
COC(=O)C(/C(=N/N)C(=O)Nc1ccc(C)c(C)c1)c1nc2ccc(Cl)cc2[nH]c1=O (stereo not drawn),10,-32,7,38,18,21
CCCN=C1Nc2ccccc2[C@@H]2N(C)c3ccccc3C(C)C[C@]12C (stereo partly drawn),-15,-13,-12,-2,-26,-9
CCC/C=C1/OC(=O)C2=C[C@H]3CC[C@]21[C@]1(OC(=O)C2=C1CCC=C2)[C@H]3CCC,88*,87*,89*,90*,88*,88*
Cc1cc(CO)c(O)c(CO)c1,0,-5,-10,1,-10,8
O=C(O)CNc1ccc(O)cc1,-34,-57,7,-3,-15,-16
CC(C)CCN(CCCNc1c2c(nc3ccccc13)CCCC2)CCC(C)C,-35,-36,-17,27,8,2
CC(=O)c1ccncc1,7,-27,-1,21,-2,-38
O=C(COCC(=O)N/N=C/C=C/c1ccccc1)N/N=C/C=C/c1ccccc1,-1,3,-6,19,-3,8
COC(=O)C1CO[C@@H](C(C)(C)C)N1C=O (stereo partly drawn),-12,16,-7,-12,-2,-12
O=C(O)CCOc1cccc(OCCC(=O)O)c1,64,22,41,49,49,48

# Only yeast bub3 and yeast sgs1 mgt1 (three entries from above):
structure	yeast bub3	yeast sgs1 mgt1
CC(=O)c1ccncc1	-2	7
O=C(COCC(=O)N/N=C/C=C/c1ccccc1)N/N=C/C=C/c1ccccc1	-3	-1
COC(=O)C1CO[C@@H](C(C)(C)C)N1C=O (stereo partly drawn)	-2	-12

# New compounds follow.
SMILES,yeast sgs1 mgt1,cln2 rad14,mec2-1,yeast mlh1 rad18,yeast bub3,yeast rad50
CCCC(=O)NC1CCCCC1,-27,26,8,-23,-24,-22
O=C(Oc1ccccc1OC(=O)c1ccc(Cl)cc1)c1ccc(Cl)cc1,13,7,6,9,-3,3
O=C(NCc1ccco1)Nc1cccc2c(NC(=O)NCc3ccco3)cccc12,3,26,-14,5,2,2
O=C(NC1CCCCC1)C1C(=O)C(=O)N(C2CCCCC2)C1=O (stereo not drawn),-14,-9,-1,-28,-6,-14
BrC1Cc2ccccc2CC1Br (stereo not drawn),3,-45,3,12,-6,-21
CCN(CC)CCCC(C)Nc1ccnc2cccc(Cl)c12 (stereo not drawn),-2,6,-24,0,12,-13
N[C@@H]1c2c(csc2Br)C(=O)[C@@H]1O,13,-7,-7,-15,1,-5
COc1ccc(COC(=O)Sc2nc(C)cc(C)n2)cc1,13,8,-13,25,29,-9
S=C(S)N(Cc1ccccc1)Cc1ccccc1 (tested in a mixture with another compound),4,-19,1,-2,13,3
Nc1nc2c(ncn2-c2ccc(Br)cc2)c(=O)[nH]1,21,32,-2,60,-5,15
O=C(/C(Cl)=N/O)c1ccccc1,49,58,99*,50,99*,99*
CSCCC(NC=O)C(=O)O (stereo not drawn),8,1,-5,4,6,-1
CSC(=NC1CC(n2cc(C)c(=O)[nH]c2=O)OC1CO)NC#N (stereo not drawn),-9,27,-3,11,4,-6
c1ccc2[nH]c(CCCCCc3nc4ccccc4[nH]3)nc2c1,-21,-21,-10,-1,-20,-1
NC(C(=O)O)C(O)C(F)(F)F (stereo not drawn),-20,9,-19,0,-33,-16
Cc1ccc(C(=O)C[n+]2ccccc2C)cc1,-6,-16,-10,-4,-6,-1
CC(C)(C)OC(=O)N1N=NC2C3OC(CC3=O)C21 (stereo not drawn),8,24,6,19,7,27
CC(=O)N1CCN(c2ccccc2Cl)CC1,-18,-3,-17,-23,-11,-10
Nc1ccccc1/C=C(\C(=O)O)c1ccccc1,15,12,-4,11,-1,-20
COc1c(C)c(O)c2c(c1C)OC(c1ccccc1)CC2=O (stereo not drawn),23,-7,-7,32,12,23
CNc1ccc(C(=O)O)cc1[N+](=O)[O-],-4,-25,2,2,-13,0
CC1=C(c2ccccc2)C(c2ccccc2)=C(C)C1=NNc1ccc([N+](=O)[O-])cc1[N+](=O)[O-],1,16,12,1,-3,11
O=[N+]([O-])c1ccc2c(c1)/C(=N\O)c1cc(Br)ccc1-2,67,35,71*,97*,14,91*
CC(=O)CC(=O)OC(C)OC(=O)CC(C)=O,-11,-2,-13,0,-1,-2

# Single records, from the list above:
# Shown for CC1=C(c2ccccc2)C(c2ccccc2)=C(C)C1=NNc1ccc([N+](=O)[O-])cc1[N+](=O)[O-] → yeast sgs1 mgt1 = 1; cln2 rad14 = 16; mec2-1 = 12; yeast mlh1 rad18 = 1; yeast bub3 = -3; yeast rad50 = 11
# Shown for CNc1ccc(C(=O)O)cc1[N+](=O)[O-] → yeast sgs1 mgt1 = -4; cln2 rad14 = -25; mec2-1 = 2; yeast mlh1 rad18 = 2; yeast bub3 = -13; yeast rad50 = 0
# Shown for c1ccc2[nH]c(CCCCCc3nc4ccccc4[nH]3)nc2c1 → yeast sgs1 mgt1 = -21; cln2 rad14 = -21; mec2-1 = -10; yeast mlh1 rad18 = -1; yeast bub3 = -20; yeast rad50 = -1

# Next part.
SMILES,yeast sgs1 mgt1,cln2 rad14,mec2-1,yeast mlh1 rad18,yeast bub3,yeast rad50
O=C(NCCBr)NC1CC1c1ccccc1 (stereo not drawn),-8,-31,9,8,0,-17
O=C(c1ccccc1)C1OC1c1ccc([N+](=O)[O-])cc1 (stereo not drawn),6,26,26,5,40,12
O=[N+]([O-])c1cccc2nccc(NCCN3CCOCC3)c12,63,27,21,14,-17,49
CCOC(=O)C(C)(C)Oc1ccc2c(C)c(-c3ccc(Cl)cc3)c(=O)oc2c1,-1,-41,-26,-11,-48,-2
Cc1cccc2nc(-c3ccccc3)ccc12,2,6,-12,4,5,-4
CC1(C)CC(O)CC(C)(C)N1.CC1(C)CC(O)CC(C)(C)N1.CC1(C)CC(O)CC(C)(C)N1.CC1(C)CC(O)CC(C)(C)N1.Cl.[Ti],13,18,-4,10,26,-3
O=CNc1ccccc1Sc1cc(C(F)(F)F)ccc1[N+](=O)[O-],4,-50,-18,10,18,-32
CC(O)COc1ccc(OCc2ccccc2)cc1 (stereo not drawn),50,10,35,34,46,27
COc1ccccc1NC(=O)Oc1ccc(C(C)(CCC(=O)O)c2ccc(OC(=O)Nc3ccccc3OC)cc2)cc1,12,40,-2,-25,8,-10
COC(=O)C(=O)C1(c2ccccc2)CCCC(CN(C)C)=C1O (stereo not drawn),3,-5,0,-13,-3,3
C=C1C(=O)O[C@@H]2C[C@@H](C)[C@@H]3C=CC(=O)[C@@]3(C)[C@@H](OC(=O)CCCC(=O)O[C@H]3[C@@H]4C(=C)C(=O)O[C@@H]4C[C@@H](C)[C@@H]4C=CC(=O)[C@]43C)[C@H]12,58,31,49,35,58,50
N#CC(NNC(=O)c1ccccc1O)c1ccccc1 (stereo not drawn),10,-9,0,4,36,16
